# Screening results (PubChem)
# RSV antiviral HEp-2: inhibition of RSV-induced cytopathic effect – HEp-2 cells, primary 10 µM value included (AID 2391); HEp-2 cells, RSV-induced CPE inhibition; higher % means a stronger effect; one-dose CPE inhibition, % at 10 µM; IC50 in µM for titrated hits; 0.13% of 310,000 active; in the data active = a potency from the dose series; inconclusive = CPE inhibition mostly from about 23% at the one dose, without a potency; inactive = the rest, 99 in 100 with CPE inhibition below about 21%; also: strong numbers were not always called active
# Myeloid diff MLP: compounds promoting myeloid differentiation; ER-HoxA9 myeloid progenitors, lysozyme-GFP differentiation, flow cytometry; calls only at 10 µM; 1% of 360,000 active;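 active = normalized GFP-positive differentiation at or above the plate's own cutoff, the solvent-only control mean plus 3 SD; inconclusive = no clear call, values can overlap the other calls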;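 also: cells exposed to compound for four days before flow analysis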
# PhoP inhibition: inhibitors of PhoP regulon expression, primary screen, Salmonella Typhimurium, GFP reporter (AID 1863); S. Typhimurium PhoP-regulated promoter GFP reporter, 4 h; higher % means a stronger effect; inhibition, % at 50 µM, or IC50 in µM where a hit was titrated; 0.16% of 300,000 active;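 active = inhibition over 29.93%, a cutoff 3 SD above the screen mean, later confirmed by dose response; inconclusive = inhibition over 29.93% but no dose response follow-up; inactive = inhibition at most 29.93% or unconfirmed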;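 also: 0% = low Mg2+ inducing control and 100% = high Mg2+ repressing control; strong numbers were not always called active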
# Large T inhibition: TAg ATPase/helicase activity blockers – biochemical (AID 1903); SV40 large T antigen ATPase/helicase inhibition assay; higher % means a stronger effect; inhibition, % at 20 µM; hits with a dose series show IC50 in µM; 0.39% of 310,000 active; in the data active = a potency from the dose series; inconclusive = inhibition mostly from about 32% at the one dose, without a potency; inactive = the rest, 99 in 100 with inhibition below about 32%; also: strong numbers were not always called active
# TNAP activators: stimulation of alkaline phosphatase TNAP activity – biochemical, luminescent, no phosphate acceptor, uHTS, primary screen (AID 1001); 0.03% of 200,000 active; purified TNAP, luminescent activation assay, no phosphate acceptor; higher activation fold means a stronger effect; activation fold at 20 µM, or EC50 in µM where a hit was titrated; in the data active = activation fold from about 3, or a potency from the dose series; inactive = the rest, 99 in 100 with activation fold below about 1.6; also: many of its hits are not listed in these tables
# K1F lysis inhibition: protection from phage-mediated lysis, alamar blue read-out – E. coli UTI89, K1F phage, bacterial capsule biogenesis inhibitors (AID 488966). E. coli UTI89 K1F phage lysis, alamar blue, 2 h; higher % means a stronger effect. one-dose inhibition, % at 100 µM; IC50 in µM for titrated hits. 0.02% of 340,000 active;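 active = phage lysis inhibition, versus mean bacterial control, above a set limit; inconclusive = no clear call, values can overlap the other calls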;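 also: capsule biogenesis inhibitors block K1F phage lysis so surviving cells raise fluorescence; higher fluorescence means more inhibition of phage lysis; actives were called in the ten point dose series up to 300 µM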
# T cell HTS: T cell immune modulation candidate; 2C CD8+ T cell-vesicle binding, flow cytometry; hits give low values; 0.068% of 330,000 active; calls only at 7 µM;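 active = response, share of CD8 T cells binding vesicles, and their 90th percentile fluorescence all below set limits, cut at about 80% in these data, passing the limit was not always enough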
#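 Assay system: 2C TCR transgenic mouse naive CD8+ T cells, MACS-purified | Read-out: CD8+ gate FL2 mean fluorescence as % of same-row positive control | Signal: High-throughput flow cytometry with anti-B7-1 and anti-CD8 staining | Timing: Binding step 1.5 h, 37 °C, antibody labelling 20 min, ice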
# MgcRacGAP inhibition: MgcRacGAP GTPase-activating activity inhibitors, confirmation, biochemical, ADP Hunter fluorescence; inhibition, % at 30 µM; hits with a dose series show IC50 in µM; MgcRacGAP-stimulated Rac1 GTP hydrolysis, ADP Hunter fluorescence; higher % means a stronger effect; GST-tagged Rac1 F28L mutant substrate; 0.6% of 340,000 active;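 active = first-screen hits whose inhibition reached a set limit at any dose in the follow-up dose series; inconclusive = inhibition above the set first-screen limit but never retested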;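 also: fluorescence reports GDP produced by GAP-driven GTP hydrolysis; strong numbers were not always called active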
# NTR1 agonist: NTR1-driven beta-arrestin-GFP spot formation – imaging, U2OS cells, high content, primary screen (AID 493036) | agonist mode | activation, % at 20 µM | 0.17% of 330,000 active;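 active = activation at or above 40% of the spot to cytoplasm intensity ratio, with at least 20 cells analyzed; inconclusive = wells under 20 cells, flagged as cytotoxic or low count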;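 also: 0% = DMSO without peptide and 100% = 100 nM NTR1 peptide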
# Target sequence (P30989 whole entry, looked up): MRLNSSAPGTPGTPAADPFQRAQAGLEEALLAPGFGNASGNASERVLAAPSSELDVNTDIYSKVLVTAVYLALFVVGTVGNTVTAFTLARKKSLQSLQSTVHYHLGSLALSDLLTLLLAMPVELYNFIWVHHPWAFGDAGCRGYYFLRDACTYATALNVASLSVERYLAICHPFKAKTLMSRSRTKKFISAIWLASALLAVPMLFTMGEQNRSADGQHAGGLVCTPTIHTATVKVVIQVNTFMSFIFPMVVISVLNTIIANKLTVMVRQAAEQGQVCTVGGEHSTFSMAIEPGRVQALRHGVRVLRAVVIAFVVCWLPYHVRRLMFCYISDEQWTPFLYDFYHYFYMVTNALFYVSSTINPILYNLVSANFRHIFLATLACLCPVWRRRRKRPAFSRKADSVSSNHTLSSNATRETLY
# T cell HTS vesicle-bound %: also measured in T cell HTS; calls as there; double positive events, %; measured here: CD8+ vesicle-bound cell fraction;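 binding gate set so that unloaded-vesicle control wells show 10% double positive cells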
# NTR1 agonist cell count 20 µM: recorded beside NTR1 agonist, whose call it bears; cell count; measured here: cell count, cytotoxicity flag
# Myeloid diff MLP GFP+ MAC1+ %: also measured in Myeloid diff MLP; calls as there; GFP+ MAC1+ double positive, %; measured here: differentiation confirmed by MAC1 staining
# * marks the source's active call; other numbers are inactive results; i = inactive; ? = inconclusive; . = not tested or not shown; + = active, no number; [ ] = another dose, or the depositor's remark. Outcome played no part in choosing rows. About 2.3% of those tested had a hit in this group.
SMILES,RSV antiviral HEp-2,Myeloid diff MLP,Myeloid diff MLP GFP+ MAC1+ %,PhoP inhibition,Large T inhibition,TNAP activators,K1F lysis inhibition,T cell HTS,T cell HTS vesicle-bound %,MgcRacGAP inhibition,NTR1 agonist,NTR1 agonist cell count 20 µM
CC(=O)c1c(C)[nH]c(C(=O)NNC(=O)COc2cc(C)cc(C)c2)c1C,.,i,0.9,.,.,.,1.5%[50 µM],.,.,1%,-1.3,61
COCCNc1c2c(nc3c(-c4ccccc4)c(C)nn13)CCC2,.,i,0.4,0%,9%,.,-1.8%,i,53,7%,0.9,68
Cc1ccc(OCC(=O)N/N=C\c2cccn2C)c([N+](=O)[O-])c1,0.4%,i,4.4,-8%,10%,.,0.2%,i,38,2%,-1.4,59
Cc1cc2c(cc1S(=O)(=O)N1CC(C)CC(C)C1)OCC(=O)N2 (stereo not given),0.0%,i,0.4,.,14%,.,-2.3%,i,15,2%,0.1,55
COc1cc([N+](=O)[O-])ccc1NC(=O)CCCOc1cccc(C)c1,10%,i,0.6,-1%,17%,1,1.3%,i,42,7%,1.4,58
Cc1ccccc1N1CCN(C2CCCN(C(=O)CCc3c(C)noc3C)C2)CC1 (stereo not given),-1.0%,i,1.0,-10%,-4%,.,1.0%[50 µM],i,55,9%,-0.9,54
COc1ccc(N2C(=O)CCC(C(=O)Nc3cccc(C)n3)C2c2ccc(OC)c(OC)c2)cc1 (stereo not given),1.7%,i,0.5,-12%,4%,1,0.2%,i,38,9%,0.4,72
CC1=C(C(=O)OC(C)C)C(c2ccc(O)cc2)NC(=O)N1 (stereo not given),2.0%,i,0.7,-4%,12%,.,0.1%,i,61,11%,-1.1,49
CC(C(=O)N=Nc1c(O)[nH]c2ccccc12)n1cnc2ccccc2c1=O (stereo not given),>50µM*,i,0.9,6%,6%,0.9,3.3%,i,42,4%,0.2,33
Cc1ccc2oc(=O)c3cnn(CC(=O)NCCCOC(C)C)c3c2c1,-0.9%,i,3.5,4%,5%,1.1,-0.9%,i,11,10%,0.5,89
CC(C)C[C@H](NC(=O)c1ccc(OC2CCN(C(=O)C3CC3)CC2)cc1)C(N)=O,-0.5%,i,0.1,-1%,5%,1,0.2%,i,10,0%,2.0,62
CC(C)Oc1ccc(/C=N/NC(=O)c2ccc(N(Cc3ccccc3)S(C)(=O)=O)cc2)cc1,9.8%,i,0.2,10%,-2%,1.1,1.3%[50 µM],i,59,9%,4.2,68
O=C(COC(=O)C1CC(=O)N(Cc2ccco2)C1)Nc1ccc(F)cc1F (stereo not given),.,i,0.5,.,.,.,0.6%[50 µM],i,24,2%,0.1,67
C#Cc1ccc([C@H]2C=C(C(=O)Nc3ccccc3)O[C@@H](OCc3ccc(CO)cc3)C2)cc1,1.5%,i,0.8,-3%,13%,.,1.2%,i,46,10%,3.5,56
CC(=O)N1c2ccc(S(=O)(=O)N3CCC(C(=O)Nc4ccc(C)cn4)CC3)cc2CC1C (stereo not given),2.2%,?,.,-8%,15%,.,4.8%,i,6,10%,-1.2,47
O=C1C=C(c2ccccc2)C(O)(c2ccccc2)C1 (stereo not given),-1.0%,i,1.2,11%,11%,1.1,2.5%,i,38,4%,0.7,56
CO/N=C(\C(=O)N[C@@H]1C(=O)N2C(C(=O)O)=C(COC(N)=O)CS[C@H]12)c1ccco1,0.9%,i,2.0,4%,18%,1,-2.1%,i,22,21%,0.3,52
CC(=O)Nc1cc2c(cc1NC(=O)Cn1nnc(-c3ccc(C)o3)n1)OCCO2,1.7%,i,0.1,5%,6%,1.1,-1.0%,i,31,7%,1.8,86
O=C(Cn1cccc1C(=O)c1ccccc1)NCc1ccc(F)cc1,1.9%,i,2.3,0%,14%,.,0.3%,i,53,6%,0.0,53
CCCCSc1nnc2c(n1)OC=Nc1ccccc1-2,1.1%,i,0.3,.,17%,.,0.0%,i,22,10%,-0.2,53
O=C(O)CC(c1ccc(Br)cc1)N1Cc2ccccc2C1=O (stereo not given),0.4%,i,1.0,2%,5%,.,0.1%,i,8,5%,0.7,62
CN(C)c1ccc(NC(=O)CSc2nc(N)c(C(=O)Nc3ccc(N(C)C)cc3)s2)cc1,2.2%,i,0.5,-11%,20%,1.1,1.2%,i,33,?,-0.3,87
Cc1ccccc1OCC(=O)OC(C(=O)c1ccccc1)c1ccccc1 (stereo not given),0.9%,i,0.1,29%,23%,1,0.2%,i,58,6%,0.4,95
O=C(O)c1cc(S(=O)(=O)Nc2cccc3ccccc23)c(Cl)cc1Cl,-0.4%,i,2.5,13%,4%,.,0.4%,i,33,6%,0.4,59
Cc1occc1C(=O)NC1CCCN(Cc2ccc(CC(C)C)cc2)C1 (stereo not given),11%,?,.,1%,21%,.,1.1%[50 µM],i,18,-1%,2.0,60
Cc1ccc(-n2ncc(C(=O)NCc3ccc4c(c3)OCO4)c2NC(=O)c2ccco2)cc1C,-0.6%,i,5.5,4%,1%,1.1,-0.2%,.,.,13%,1.7,78
CCN(CC)C(=O)Nc1c(C)n(C)n(-c2ccccc2)c1=O,1.0%,i,0.9,1%,25%,1.1,0.4%,i,41,8%,0.8,48
O=c1cc(N2CCc3ccccc3C2)[nH]c(=O)n1-c1ccccc1Cl,-0.7%,i,1.2,0%,9%,1.1,-0.6%,i,25,0%,-0.4,71
Cc1nc(N2CCN(c3ccccn3)CC2)c2c(C)c(C(=O)Nc3ccc(Br)cc3C)sc2n1,13%,i,1.5,10%,5%,.,-0.5%,i,10,1%,0.5,56
C=CCOn1c(=O)c(=O)n(OCc2ccccc2)c2ccccc21,2.5%,i,0.1,-9%,21%,1.2,1.2%,i,42,7%,0.1,61
CCO[C@@H]1OC(C(=O)O)=C[C@H](c2coc3ccccc3c2=O)[C@H]1CCCO,-0.3%,i,1.7,-1%,8%,1,-1.1%,i,34,-3%,0.8,60
CCN1C(=O)[C@H]2[C@@H](c3ccc(SC4CCCCC4)cc3)N[C@@](CC(C)C)(C(=O)OC)[C@H]2C1=O,4.1%,i,0.7,6%,9%,.,-0.8%,i,52,11%,2.5,63
NC(=O)NC(CC(=O)Nc1cccnc1)c1cccc(Br)c1 (stereo not given),0.2%,i,0.3,6%,2%,.,1.5%,i,20,3%,-0.8,53
O=C(C1CCN(S(=O)(=O)c2cnc[nH]2)CC1)N1CCN(c2ncccn2)CC1,-0.5%,i,0.7,-6%,14%,1.1,0.7%,i,31,2%,-2.9,41
CC(=O)c1cccc(NC(=O)CC2S/C(=N/N=C3CCCCCC3)NC2=O)c1 (stereo not given),1.9%,i,0.8,10%,6%,.,-1.6%,i,15,9%,0.0,54
COc1cc(NC(=O)c2cc(S(=O)(=O)N3CCCCC3)ccc2N2CCOCC2)cc(OC)c1,0.7%,+,3.3*,-3%,17%,.,-1.6%,i,52,3%,0.2,65
O=C(Nc1ccc(NC(=O)C2CC2)cn1)c1ccccc1,2.1%,i,0.2,-3%,5%,.,0.4%,i,38,10%,-0.5,37
COCCN1C=C(C(=O)OC)C(c2ccc(OC)c(OC)c2)C(C(=O)OC)=C1,-0.5%,i,7.7,13%,10%,1.1,0.2%,i,48,7%,-0.1,57
O=c1c(/C=N/O)coc2ccc3ccccc3c12,1.8%,i,0.0,1%,10%,1.1,0.3%,i,17,1%,0.1,45
CCN1CCN(S(=O)(=O)c2ccc3c4c(cccc24)C(=O)N3CC)CC1,.,i,1.0,.,.,.,-0.2%[50 µM],i,57,3%,-0.9,51
COc1ccc(-c2cc(C)no2)cc1S(=O)(=O)N(C)c1cccc(C)c1,0.7%,?,.,8%,4%,.,0.7%,i,57,-5%,0.9,73
CCOC(=O)N1CCC(N(CCN(C)C)C(=S)Nc2cc(C)cc(C)c2)CC1,2.7%,i,0.5,-6%,13%,1,7.6%,i,31,4%,-1.3,58
O=C(CSc1ccc(-c2cccnc2)nn1)Nc1ccccc1,2.0%,i,1.1,0%,23%,.,0.7%,i,12,8%,-0.4,58
O=C(O)c1ccc2c(c1)C(=O)N(c1cccc(C(=O)/C=C/c3ccccc3)c1)C2=O,6.7%,i,0.0,.,.,1.1,0.1%,i,24,7%,0.0,41
Cc1c(C(=O)NCc2ccc3c(c2)cc(C)n3C)cccc1[N+](=O)[O-],3.0%,i,4.6,11%,7%,1.1,-2.4%,i,27,-2%,-0.2,93
CCNC(=O)c1ccc(CSc2ccc(Cl)cc2)cc1,8.3%,i,0.3,14%,-6%,1,0.1%,i,61,7%,-1.6,65
CCOc1cc(/C=C2\N=C(SC(C)C(N)=O)N(c3ccc(OC(F)F)cc3)C2=O)ccc1O (stereo not given),3.7%,i,3.3,-4%,28%,.,-0.1%,i,14,91µM*,19,50
CC1CCCCC1NC(=O)CSc1nnnn1C (stereo not given),.,i,0.2,.,.,.,1.0%[50 µM],.,.,5%,0.3,56
Cc1ccc(NC(=S)NC(=O)/C=C/c2ccco2)c(O)c1,2.2%,i,1.2,3%,15%,1,-0.6%,i,59,18%,1.0,19
C=CCN(C(=O)c1csnn1)C(C(=O)NC1CCCC1)c1ccccc1F (stereo not given),0.8%,i,0.5,5%,3%,.,-0.1%,i,26,10%,-0.6,48
CSc1cccc(NC(=O)C(=O)NCc2ccccc2)c1,2.4%,i,0.5,3%,4%,.,.,i,28,.,0.5,64
COCCCn1c(SCc2cc(=O)[nH]c3ccccc23)nnc1-c1ccco1,21%,i,0.5,-1%,27%,1.1,i,i,47,7%,1.6,59
